Polio RdRp inh: poliovirus RdRp elongation inhibitors, primary screen, biochemical, fluorescence polarization, total intensity | 150,000 tested, 0.66% active | poliovirus polymerase elongation; active compounds read low | % elongation, % (compound at 16.7 µg/mL); in the data active = % elongation below about 90%; also: some results filed as inactive read as strong as hits
Target sequence (P03300 1749-2209 limits assumed): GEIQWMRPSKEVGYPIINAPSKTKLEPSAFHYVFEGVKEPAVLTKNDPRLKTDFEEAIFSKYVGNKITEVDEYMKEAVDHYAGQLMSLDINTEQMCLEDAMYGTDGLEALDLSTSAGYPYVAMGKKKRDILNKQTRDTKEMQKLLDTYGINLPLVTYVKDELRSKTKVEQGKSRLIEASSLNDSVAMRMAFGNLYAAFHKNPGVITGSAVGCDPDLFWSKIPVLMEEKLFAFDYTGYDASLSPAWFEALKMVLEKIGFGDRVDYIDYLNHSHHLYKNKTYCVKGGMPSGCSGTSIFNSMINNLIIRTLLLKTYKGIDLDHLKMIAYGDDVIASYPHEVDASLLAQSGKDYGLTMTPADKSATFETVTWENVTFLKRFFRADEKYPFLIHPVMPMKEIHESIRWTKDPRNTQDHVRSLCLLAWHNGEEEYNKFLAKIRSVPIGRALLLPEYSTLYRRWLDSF
Polio RdRp inh FP z-score: also measured in Polio RdRp inh; calls as there; z-score; measured here: FP z-score; hits read low
* marks the source's active call; other numbers are inactive results; & = joins results of further samples. These rows are one share of the data; count on the stated rates, not on these rows.

| compound | Polio RdRp inh | Polio RdRp inh FP z-score |
| --- | --- | --- |
| Cc1cc(Cl)ccc1NC(=O)Cn1nc(C)c2c(C)n(-c3ccccc3)nc2c1=O | 103 | -1 |
| C=C1c2cccc(O)c2C(O)=C2C(=O)C3(O)C(O)=C(C(N)=O)C(=O)C(N(C)C)C3C(O)C12 (centres undefined) | 102 | -0.1 |
| Cc1cc(NC(=O)C2CCN(S(=O)(=O)c3ccc4[nH]c(=O)oc4c3)CC2)ccc1Br | 104 | -0.5 |
| COc1ccc(Cn2c(CCC(=O)Nc3cccc(OC)c3)nc3cccnc32)cc1 | 103 | 0 |
| CC[C@H]1C(=O)OC[C@@H]1Cc1cncn1C | 106 | 1.4 |
| CCOc1ccccc1NC(=O)CSc1nc2ccccc2c2nc(CCn3cncc3C)nn12 | 107 | 0.2 |
| CN1CCC(=C2c3ccccc3CC(=O)c3sccc32)CC1 | 100&100 | 0.1&0 |
| O=C(O)CCCCCCCC(=O)O | 103 | 0.7 |
| NC(=O)c1ccc(-c2nc(-c3ccc4c(c3)OCO4)c(-c3ccccn3)[nH]2)cc1 | 101&100 | 0.1&0.1 |
| CN1CCN(CCCN2c3ccccc3Sc3ccc(S(=O)(=O)N(C)C)cc32)CC1 | 101 | 0.3 |
| CN(C)CCOC(=O)C(c1ccccc1)C1(O)CCCC1 (centres undefined) | 101&100 | 0.6&0 |
| C[C@H]1c2cccc(O)c2C(O)=C2C(=O)C3(O)C(O)=C(C(N)=O)C(=O)[C@@H](N(C)C)[C@@H]3[C@@H](O)[C@@H]21 (some centres undefined) | 101 | 0.1 |

Looked up above:
Polio RdRp inh result of `Cc1cc(NC(=O)C2CCN(S(=O)(=O)c3ccc4[nH]c(=O)oc4c3)CC2)ccc1Br` is entered as 104
Polio RdRp inh FP z-score result of `Cc1cc(Cl)ccc1NC(=O)Cn1nc(C)c2c(C)n(-c3ccccc3)nc2c1=O` is entered as -1
Polio RdRp inh result of `C[C@H]1c2cccc(O)c2C(O)=C2C(=O)C3(O)C(O)=C(C(N)=O)C(=O)[C@@H](N(C)C)[C@@H]3[C@@H](O)[C@@H]21` (some centres undefined) is entered as 101

Three entries from above, reformatted.
NC(=O)c1ccc(-c2nc(-c3ccc4c(c3)OCO4)c(-c3ccccn3)[nH]2)cc1
- Polio RdRp inh: 101&100
- Polio RdRp inh FP z-score: 0.1&0.1
CCOc1ccccc1NC(=O)CSc1nc2ccccc2c2nc(CCn3cncc3C)nn12
- Polio RdRp inh: 107
- Polio RdRp inh FP z-score: 0.2
COc1ccc(Cn2c(CCC(=O)Nc3cccc(OC)c3)nc3cccnc32)cc1
- Polio RdRp inh: 103
- Polio RdRp inh FP z-score: 0

Continuation.
| compound | Polio RdRp inh | Polio RdRp inh FP z-score |
| --- | --- | --- |
| CN=C(NC#N)Nc1ccc(C2=NNC(=O)CC2C)cc1 (centres undefined) | 98&99 | -1.1&-0.1 |
| COc1cc(C(=O)NC(c2ccccc2Cl)c2cc(Cl)c3cccnc3c2O)cc(OC)c1OC (centres undefined) | 106 | 0.3 |
| CN(C)C(=N)N=C(N)N | 100&100 | 0.1&0.1 |
| CCN(CC)CCOC(=O)C(c1ccccc1)c1ccccc1 | 101&97 | 0.3&-0.3 |
| Cc1nc2nc(NC(=O)c3cccc(Cl)c3)[nH]n2c(=O)c1Cc1ccccc1 | 105 | -0.4 |
| CCCc1cc(C(N)=S)ccn1 | 101 | 0.2 |
| CC(C)(C(=O)c1cccnc1)c1cccnc1 | 99 | -0.1 |
| O=C1CCc2cc(OCCCCc3nnnn3C3CCCCC3)ccc2N1 | 101 | 0.2 |
| COc1ccc2c(CNCCc3ccccc3OC)c(C(=O)O)n(Cc3ccc(F)cc3Cl)c2c1 | 105 | -0.4 |
| Nc1ncnc(Nc2ccccc2)n1 | 97 | -0.2 |
| O=C(c1ccccc1)c1ccc2n1CCC2C(=O)O (centres undefined) | 100&98 | 0.1&-0.2 |
| CCN1CCN(c2cc(C)c3cc(NC(=S)NCc4ccc(C)cc4)ccc3n2)CC1 | 97 | -1.1 |

Compound profiles, from the list above. Order of values: Polio RdRp inh	Polio RdRp inh FP z-score
O=C1CCc2cc(OCCCCc3nnnn3C3CCCCC3)ccc2N1 reads 101	0.2
CCN1CCN(c2cc(C)c3cc(NC(=S)NCc4ccc(C)cc4)ccc3n2)CC1 reads 97	-1.1
CN(C)C(=N)N=C(N)N reads 100&100	0.1&0.1

More entries follow:
| compound | Polio RdRp inh | Polio RdRp inh FP z-score |
| --- | --- | --- |
| C[C@H](CCC(=O)O)[C@H]1CCC2C3C(CC[C@@]21C)[C@@]1(C)CC[C@@H](O)C[C@H]1C[C@H]3O (some centres undefined) | 102 | 0.4 |
| Cc1ccc(C(=O)C(C)CN2CCCCC2)cc1 (centres undefined) | 103 | 0.6 |
| C[C@]12CC[C@H]3C(=CCc4cc(O)ccc43)[C@@H]1CCC2=O | 100 | 0 |
| Cc1ccsc1/C=C/C1=NCCCN1C | 98&100 | -0.4&0.1 |
| NC(=O)c1ccc([N+](=O)[O-])cc1Cl | 100 | 0.2 |
| CCC(Cc1c(I)cc(I)c(N)c1I)C(=O)O (centres undefined) | 99&101 | -0.2&0.2 |

Assay outcomes as filed in PubChem BioAssay.
